# Bioassay records deposited in PubChem by National Center for Advancing Translational Sciences (NCATS).
# SW480 rereplic: DNA re-replication induction in SW480 cells. SW480 DNA re-replication, Hoechst DNA content imaging, 48 h. Potency, µM (titrated, usually from 46.1 µM), for the others: at the highest dose re-replication activation, hits mostly activators. 1.8% of 340,000 active; further: % of control where 0% means no effect; nearly all actives have a fitted effect of over 55% in size
#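 Image-based read-out: total Hoechst fluorescence of nuclei (405 nm excitation, 500-530 nm emission), with hits raising the fraction of high-intensity nuclei. SW480 colon cells incubated 48 hr with compounds at 37 C.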
# GLP-1R agonist: GLP-1 receptor (human) agonism | P43220 | HEK293 GLP-1R CRE-luciferase, luminescence, 4-6 h; cells express a hypersensitive GLP-1R form | Potency, µM (highest dose often 45.6 µM), for the others: at the top dose activation, most hits filed as activators | 0.007% of 380,000 active; further: % of control where 0% means no effect
# Target sequence (P43220 whole entry, looked up): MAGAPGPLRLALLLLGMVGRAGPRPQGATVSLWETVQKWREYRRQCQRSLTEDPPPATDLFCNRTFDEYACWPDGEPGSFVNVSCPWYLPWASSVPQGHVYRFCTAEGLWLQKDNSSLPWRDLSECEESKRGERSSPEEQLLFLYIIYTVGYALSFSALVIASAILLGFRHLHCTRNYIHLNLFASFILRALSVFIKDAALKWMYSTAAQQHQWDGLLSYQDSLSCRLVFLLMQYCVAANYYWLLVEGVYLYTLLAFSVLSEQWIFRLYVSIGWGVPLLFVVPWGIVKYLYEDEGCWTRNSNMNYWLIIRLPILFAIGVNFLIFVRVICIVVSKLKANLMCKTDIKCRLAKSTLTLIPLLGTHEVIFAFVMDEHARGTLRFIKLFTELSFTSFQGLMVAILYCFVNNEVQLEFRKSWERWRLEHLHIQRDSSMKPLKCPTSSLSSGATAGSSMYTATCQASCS
# HT1080 IDH1KD tx: kills HT-1080 cells with IDH1 knockdown | HT-1080 IDH1 knockdown viability, ATP luminescence, 48 h | Potency, µM (doses to about 46.1 µM), without a hit: at the top dose activity, negative = toxicity, hits mostly cytotoxic | 2% of 360,000 active | AID 686971;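 further: 0% = DMSO wells and -100% = cell-free medium wells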
#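 After a 2 h attachment period, IDH1KD HT-1080 cells took pin-transferred compound for 48 h at 37 °C; ATP-based luminescence after 10 min room-temperature reagent incubation reported viability.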
# KB-V1 MDR tox: KB-V1 MDR subline cytotoxicity; KB-V1 MDR cells viability, CellTiter-Glo, 72 h; Potency, µM (titrated, usually from 46.1 µM), for the others: at the highest dose activity change, negative = cytotoxicity, hits mostly cytotoxic; 3.4% of 400,000 active; AID 1347076; further: on the % scale 0 is the no-effect control and ±100 the full control effect; nearly all actives have a fitted effect of over 60% in size
#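 Cells of the MDR subline KB-V1 are plated, dosed with compound at multiple concentrations, and incubated 72 h at 37 degrees C; CellTiter-Glo is then added and luminescence read after 10 min.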
# KB-3-1 tox: KB-3-1 parental cell cytotoxicity; KB-3-1 viability, CellTiter-Glo ATP luminescence, 72 h; Potency, µM (highest dose often 46.1 µM), for inactives: at the top dose activity change, negative = cytotoxic, most hits filed as cytotoxic; 1.4% of 400,000 active; AID 1347075; further: on the % scale 0 is the no-effect control and ±100 the full control effect; nearly all actives have a fitted effect of over 60% in size
#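 Viability of parental KB-3-1 cells, measured by CellTiter-Glo luminescence, followed a 72 h incubation at 37 °C with pinned compounds in phenol-red-free DMEM containing 10% FBS.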
# HT1080-NT tox: kills 2HG-producing HT-1080-NT fibrosarcoma cells; AID 686970; Potency, µM (top dose mostly 46.1 µM), without a hit: top-dose activity, negative = less viability, usual class: cytotoxic; HT-1080-NT fibrosarcoma viability, CellTiter-Glo ATP luminescence, 48 h; 1.6% of 360,000 active;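 further: NT is the 2HG producing partner of a matched IDH1 knockdown line; 0% = DMSO-treated cells and -100% = media-only wells without cells; nearly all actives have a fitted effect of over 55% in size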
#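 Luminescent CellTiter-Glo readout after 48 hours of compound exposure at 37 degrees C defined viability of HT-1080-NT cells. Activity was normalized to DMSO wells and cell-free media wells; concentration-response curves were fitted and assigned curve classes.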
# GLP1R inv ag: inverse agonists of human GLP-1 receptor | P43220 | HEK293 GLP-1R CRE-luciferase, luminescence, 24 h; GLP-1R form is constitutively active | Potency, µM (titrated, usually from 38.3 µM), without a hit: top-dose activity change, negative = inhibition, actives largely listed as inhibitors | 1.6% of 410,000 active; further: on the % scale 0 is the no-effect control and ±100 the full control effect; nearly all actives have a fitted effect of over 55% in size
#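 Seeding at 200 cells/uL, 12 h culture, 24 hr compound treatment, then luciferase reagent and a luminescence read; cells are HEK293 stably expressing a constitutively active GLP-1R plus cAMP-responsive luciferase.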
# TDP43 rescue: rescues yeast growth from TDP-43 toxicity; 1.8% of 410,000 active; AID 652104; TDP-43 expressing yeast growth rescue, BacTiter-Glo, 24 h; Potency, µM (highest dose often 46.1 µM), without a hit: at the top dose growth rescue (activation), hits mostly activators; further: % of control where 0% means no effect; nearly all actives have a fitted effect of over 50% in size
#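 Luminescence from BacTiter-Glo reports growth of TDP-43-expressing yeast after 24 hr at 30 deg C with compound. Cells were raffinose-pregrown to mid-log, then seeded in galactose medium at OD600=0.02.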
# GLP1R cytotox: cytotoxicity counter-screen for GLP-1 receptor inverse agonists. AID 624418. HEK293 cAMP-luciferase reporter cells, luminescence, 24 h. 0.13% of 410,000 active. Potency, µM (doses to about 38.3 µM), inactives show at the highest dose activity change, negative = inhibition, actives largely listed as inhibitors;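 further: loss of luciferase light is scored as toxicity; on the % scale 0 is the no-effect control and ±100 the full control effect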
#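 Step one: seed cells (200 cells/uL, DMEM with 10% Nu serum, 1% pen-strep). Step two: 12-hour incubation at 37 deg C. Step three: pin 23 nL compound, incubate 24 hr. Step four: add luciferase reagent, read luminescence 12 min later.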
# * marks the source's active call; other numbers are inactive results; ? = inconclusive; nt = no result given; & = joins results of further samples; [ ] = another dose, or the depositor's remark. The call rests on the fitted dose curve; in most records, active means well fitted curve in the direction sought with a large enough effect; inconclusive means small, poorly fitted or top-dose-only effect, or another doubt; inactive means no such curve, though single readings can be large; an effect the other way counts as inactive or inconclusive. Potency means the concentration at half of the fitted maximal effect.
SMILES,SW480 rereplic,GLP-1R agonist,HT1080 IDH1KD tx,KB-V1 MDR tox,KB-3-1 tox,HT1080-NT tox,GLP1R inv ag,TDP43 rescue,GLP1R cytotox
CCN(CC)C(=O)C1=C(C)N(CCC2=CCCCC2)C(=O)C(CC(=O)NC2CCCC2)C1 (stereo not given),nt,13%,16%,-19%,4%,2%,15%,0%,-23%
CCc1ccccc1NC(=O)Nc1ccc(F)cc1F,-9%,14%,-7%,-3%,-7%,8%,?,-12%[0.397 µM],10%
CCOC(=O)[C@]12CCCC=C1N(Cc1ccco1)C(=O)[C@H](CC(=O)NCc1cccc(C(F)(F)F)c1)C2,nt,9%,-12%,?,-28%,-21%,?,6%,-21%
O=C(NC1CCCC1)c1ccc2c(c1)N(Cc1c(F)cccc1Cl)C(=O)c1ccccc1S2,nt,-3%,nt,-16%,2%,nt,?,13%,1%
O=C(CSc1ncc(C(=O)O)n1-c1ccc(F)cc1)NCc1ccc2c(c1)OCO2,-4%,0%,15%,-3%,0%,8%,-7%,27%,8%
CCC(=O)NC1(Cc2ccc(O)cc2)CCCCC1,-13%,16%,4%,3%,-3%,-17%,10%,0%,-6%
Cc1cc(C(=O)N2CCC2(C)C(=O)Nc2cc(C(C)(C)C)nn2C)nn1C (stereo not given),nt,22%,30%,-8%,13%,16%,21%,21%,-18%
CC(=O)Nc1ccc(S(=O)(=O)NCCc2cc3c(C)ccc(C)c3[nH]c2=O)cc1,1%,-2%,3%,23%,24%,0%,12%,-4%,-5%
COc1cc(Cl)ccc1OCc1cc(C(=O)N(C)C2CC(C)(C)NC(C)(C)C2)no1,7%,-17%,-7%,10%,17%,-10%,?,10%,-12%
CCCC(=O)NCCCc1nc2ccccc2[nH]1,3%,-4%,-1%,15%,24%,15%,-14%,0%,1%
Cc1ccc(S(=O)(=O)n2nc(-n3c(C)ccc3C)c3c(F)cccc32)c2ccccc12,9%,21%,-1%,-1%,12%,16%,8%,-3%,-8%
Cc1ccc(NC(=O)CSCC(=O)Nc2nnc(C3CC3)s2)cc1,-2%,1%,0%,-13%,12%,1%,0%,-1%,8%
CC1CN(c2ccccc2)CCN1C(=O)c1cc(COc2c(F)cccc2F)on1 (stereo not given),-7%,-7%,4%,-2%,5%,9%,?,18%,-3%
CCn1c(C)nnc1SCC(=O)Nc1ccccc1Cl,?,0%,0%,5%,1%,4%,-5%,7%,-5%
Cc1sc2ncn(CC(=O)NC3CCCCC3)c(=O)c2c1C,4%,9%,-8%,-2%,-3%,-2%,9%,-28%,11%
O=C(NCCC1=CCCCC1)C1CCN(S(=O)(=O)c2ccccc2)CC1,-3%,12%,16%,0%,-2%,11%,-3%,-15%,5%
COc1ccc(NC(=O)C2CCCN(S(=O)(=O)c3ccc4[nH]c(=O)ccc4c3)C2)cc1OC (stereo not given),-4%,-4%,1%,?,-2%,-2%,3%&0%,-15%&12%,-2%&10%
COC(=O)c1ccc(COc2ccc(/C=C/C(=O)c3ccc(OC)c(CSCC(=O)O)c3)cc2OC)cc1,-3%,4%,?,13%,7%,-19%,?,-11%,25%
COc1ccccc1-c1nn(-c2ccccc2)cc1C(=O)N1CCc2ccccc2C1,-4%,2%,-19%,-30%,-10%,-19%,10µM*,23%,-5%
O=C(CN1CCOCC1)N(c1ccccc1)c1ccc2ccccc2c1,-2%,-7%,4%,-7%,4%,3%,?,10%,-18%
O=C(CCN1C(=O)c2ccccc2S1(=O)=O)Nc1ccccc1F,-1%,0%,13%,-13%,0%,-1%,?,9%,-1%
Cc1nc2ccccc2c(=O)n1NC(=O)Cc1ccc(Br)cc1,-13%,1%,6%,-6%,-1%,6%,0%,-17%,-15%
O=[N+]([O-])c1ccc(-n2nnnc2-c2ccccc2)cc1,-105%[inhibitor],0%,4%,-19%,4%,2%,18%,30%,0%
CC1CCCN(C/C(O)=C(\C#N)c2nc3ccccc3[nH]2)C1 (stereo not given),-1%,4%,6%,0%,-7%,15%,-1%,-4%,21%
CCn1c(SCC(=O)NC2CCCCC2)nc2c(c1=O)SCC2,-2%,1%,-3%,-20%,3%,-6%,7%,11%,-2%
O=C(CCC1N=C2c3ccccc3N=C(SCc3ccc(F)cc3)N2C1=O)NC1CCCCC1 (stereo not given),nt,nt,nt,20%,-1%,nt,?,12%,8%
O=C(OCc1cn([C@@H]2CN(C(=O)c3cccs3)[C@@H](c3ccc(Cl)cc3)C[C@H]2O)nn1)c1ccccc1,nt,1%,-10%,2%,9%,-3%,8%,0%,0%
O=C(Nc1ccc(C(O)c2ccccc2)cc1)[C@@H]1O[C@H](CO)[C@@H](O)[C@H]1O (stereo not given in full),nt,-6%,19%,0%,0%,18%,9%,7%,12%
O=C(CN1CCN(C(c2ccccc2)c2ccccc2)CC1)N1CCN(c2ccccc2)CC1,-8%,-3%,-9%,-24%,-8%,1%,?,3%,1%
O=c1[nH]c(SCc2ccccc2)nc2c1sc1ccccc12,-2%,0%,-16%,-6%,3%,-1%,-11%[7.66 µM],-2%[9.22 µM],-3%[7.66 µM]

# 3 of the compounds above, tab-delimited.
mol	SW480 rereplic	GLP-1R agonist	HT1080 IDH1KD tx	KB-V1 MDR tox	KB-3-1 tox	HT1080-NT tox	GLP1R inv ag	TDP43 rescue	GLP1R cytotox
O=C(CSc1ncc(C(=O)O)n1-c1ccc(F)cc1)NCc1ccc2c(c1)OCO2	-4%	0%	15%	-3%	0%	8%	-7%	27%	8%
CCC(=O)NC1(Cc2ccc(O)cc2)CCCCC1	-13%	16%	4%	3%	-3%	-17%	10%	0%	-6%
Cc1cc(C(=O)N2CCC2(C)C(=O)Nc2cc(C(C)(C)C)nn2C)nn1C (stereo not given)	nt	22%	30%	-8%	13%	16%	21%	21%	-18%

# Further entries.
SMILES,SW480 rereplic,GLP-1R agonist,HT1080 IDH1KD tx,KB-V1 MDR tox,KB-3-1 tox,HT1080-NT tox,GLP1R inv ag,TDP43 rescue,GLP1R cytotox
Cn1c(C(=O)O)cc2cc(F)ccc21,2%,17%,2%,2%,2%,3%,-8%,10%,0%
CCOC(=O)C1=C(COC(=O)CCCOc2ccccc2)NC(=O)NC1C (stereo not given),-10%,-6%,2%,10%,1%,7%,30%,-14%,-8%
Cc1ccc(S(=O)(=O)N2CCN(C(=O)COC(=O)CNC(=O)c3ccc(Cl)cc3Cl)CC2)cc1,2%,-2%,8%,?,-1%,10%,2%,-8%,-1%
CCOc1ccccc1-c1nc(-c2ccc(C)nc2OC)no1,-3%,23%,-6%,-16%,1%,-7%,18%,20µM*,6%
Cc1ccc(C)c(NC(=S)NC2CC3CCCC(C2)N3CC(C)C)c1 (stereo not given),-1%,-8%,-10%,?,-1%,-2%,0%,3%,-1%
Cc1ccc(S(=O)(=O)N2CCC(=O)N(CCOC(=O)Nc3ccccc3C)CC2)cc1,-1%,-4%,1%,?,25%,0%,5%,10%,-13%
Cc1ccc(NC(=S)N2CCN(C(=O)C3CCCO3)CC2)cc1 (stereo not given),1%,-2%,12%,?,15%,1%,31%[activator],-3%,1%
COc1cc2c(cc1OC)C1=NC(=O)CN1C(SCc1ccccc1C)=N2,-14%,10%,0%,?,13%,4%,2%,22%,1%
Cc1cc(F)ccc1NC(=O)Cn1c(C)csc1=O,-6%,2%,4%,19%,2%,-1%,0%,2%,-27%
COc1ccc(C)cc1NC(=O)COc1cc(=O)n(C)c2ccccc12,nt,-1%,nt,?,-16%,nt,16%,15%,6%
Cc1cc(NC(=O)CSc2nc3[nH]c(=O)cc(O)c3s2)ccc1Br,-3%,-8%,1%,9%,-3%,0%,10%,3%,11%
C#CCNC(=O)C(C)c1ncc(C(F)(F)F)cc1Cl (stereo not given),6%,-2%,-3%,0%,2%,4%,-3%,-1%,11%
N/C(=N\OC(=O)C(c1ccccc1)c1ccccc1)c1ccccn1,-2%,20%,?,-21%,?,?,?,?,?
CC1CCN(c2nc(/C=C/c3ccccc3)nc3ccccc23)CC1,1%,15%,?,?,-17%,?,?,?,?
O=S(=O)(c1ccccc1)c1nnn2c1nc(NC1CCCCC1)c1sccc12,nt,nt,nt,6%,-8%,nt,7%,1%,5%
O=C(c1cc(-c2ccc(Cl)s2)nc2ccccc12)N1CCCC1,-3%,1%,-12%,?,-2%,-6%,4%,12%,-3%
CN(C)S(=O)(=O)c1ccc(Cl)c(C(=O)NNC(=O)Cc2nc3ccccc3n2C)c1,-12%,-3%,3%,34%,1%,-2%,6%,19%,-9%
CN(C)CCC(c1ccccc1)c1ccccn1 (stereo not given),11%&-12%&1%&-90%,-9%&2%&0%&9%,-4%&1%&4%,-6%&3%&0%,0%&0%&0%,-5%&-2%&-12%,-6%&-9%&-2%,8%&21%&14%,5%&-1%&-4%
CCOc1ccc(Br)cc1S(=O)(=O)NC1CC(C)(C)NC(C)(C)C1,0.52µM*,-4%,0%,-19%,-10%,-14%,?,-14%,-6%
COc1ccc(C(=O)Nc2ccnn2C2CCN(C(C)CSC)CC2)cc1 (stereo not given),6%,8%,-1%,23%,0%,1%,1%,5%,-12%
Cc1nn(C)cc1CN1CCC(CO)(CCOc2ccccc2)CC1,-9%,-3%,4%,0%,1%,8%,9%,-5%,1%
c1ccc(-c2cc3ncc4c(n3n2)-c2ccccc2OC4)cc1,nt,0%,nt,4%,1%,nt,7%,14%,6%
COc1ccccc1N1CCN(C2CCN(S(=O)(=O)c3ccc4ccccc4c3)CC2)CC1,15%,0%,0%,?,?,-3%,?,16%,-5%
Cc1ccc(CS/C(Nc2ccccc2C)=C(\C#N)C(=O)NCc2ccco2)c(C)c1,14%,-9%,-14%,15µM*,?,-10%,-16%,-14%,-6%
Fc1cc2nc(-c3ccncc3)[nH]c2cc1F,-9%,23%,-1%,-19%,9%,4%,-1%,0%,-5%
CNc1ncnc2c1ncn2[C@H]1CN(Cc2ccc(OC)cc2)C[C@@H](CO)O1,nt,13%,12%,4%,0%,2%,0%,8%,-10%
